High-throughput results deposited in PubChem by National Center for Advancing Translational Sciences (NCATS).
aSyn tox rescue: qHTS of alpha-syn Inhibitors: NCGC Sytravon Library Screen; Potency, µM (doses to about 46.1 µM), for the others: top-dose growth rescue (activation), usual class: activators; 94,000 compounds, 0.02% hits; S. cerevisiae alpha-synuclein toxicity rescue, BacTiter-Glo growth, 24 h; active means well fitted activation curve with a large enough effect; further: 0% is about no effect
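Growth restoration measured by BacTiter-Glo luminescence after 24 hr at 30 deg C; alpha-synuclein yeast, raffinose-pregrown to mid-log, were added at OD600=0.02 in galactose medium onto pinned compounds.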
An asterisk follows results filed as active; [ ] = dose if it differs, or a comment. Potency means the concentration at half of the fitted maximal effect.

1) Cc1cccc(Cc2c(C)nc3c(-c4ccccc4)c(C)[nH]n3c2=O)c1
  aSyn tox rescue: -2.2%
2) CN(C)S(=O)(=O)n1cc(/C=C(\NC(=O)c2ccccc2)C(=O)NCCCn2ccnc2)c2ccccc21
  aSyn tox rescue: -0.2%
3) O=C(O)Cc1cn(-c2ccccc2)nc1-c1ccc(Cl)cc1
  aSyn tox rescue: -11.6%
4) O=C1NC(=S)S/C1=C\C=C\c1ccc([N+](=O)[O-])o1
  aSyn tox rescue: -77.4%[inhibitor]
5) Cc1ccc(C)c(Nc2nc3nonc3nc2Nc2cccc(C)c2C)c1
  aSyn tox rescue: -26.4%
6) Cc1c(Cl)cccc1NC(=O)Cn1cc(C(=O)C2CCCCC2)c2ccccc21
  aSyn tox rescue: -0.2%
7) CCOC(=O)c1sc(NC(=O)c2c(-c3ccccc3)c(-c3ccccc3)nn(C)c2=O)nc1C
  aSyn tox rescue: -45.4%[inhibitor]
8) Cc1nc2c3ccccc3nc(NNC(=O)CCC(=O)N3CCN(c4ccccc4F)CC3)n2n1
  aSyn tox rescue: -0.8%
9) CC(C)OCc1cc(CN2CCN(c3ccccc3)CC2)c(O)c2ncccc12
  aSyn tox rescue: -2.4%
10) CCOC(=O)c1ccc(NC(=O)c2cc(=O)c3ccc(C)c(C)c3o2)cc1
  aSyn tox rescue: 2.9%
11) O=C(O)Cc1sc(-c2ccccc2)nc1-c1ccc(Cl)cc1
  aSyn tox rescue: -68.8%[inhibitor]
12) CCOc1ccc2nc(N3CCC(C(=O)Nc4ccccc4CC)CC3)sc2c1
  aSyn tox rescue: 1.8%

Ordered by heavy-atom count (descending): part of the list above
8) Cc1nc2c3ccccc3nc(NNC(=O)CCC(=O)N3CCN(c4ccccc4F)CC3)n2n1
  aSyn tox rescue: -0.8%
7) CCOC(=O)c1sc(NC(=O)c2c(-c3ccccc3)c(-c3ccccc3)nn(C)c2=O)nc1C
  aSyn tox rescue: -45.4%[inhibitor]
6) Cc1c(Cl)cccc1NC(=O)Cn1cc(C(=O)C2CCCCC2)c2ccccc21
  aSyn tox rescue: -0.2%
5) Cc1ccc(C)c(Nc2nc3nonc3nc2Nc2cccc(C)c2C)c1
  aSyn tox rescue: -26.4%
1) Cc1cccc(Cc2c(C)nc3c(-c4ccccc4)c(C)[nH]n3c2=O)c1
  aSyn tox rescue: -2.2%
11) O=C(O)Cc1sc(-c2ccccc2)nc1-c1ccc(Cl)cc1
  aSyn tox rescue: -68.8%[inhibitor]

The list is partial; rates above refer to the full screens.
